Compound activity (PubChem BioAssay)
RGS4-Gao reg – modulates binding of RGS4 to human Galphao; Multiplexed bead flow cytometry; actives lie on both sides; P09471; AID 1415; 0.33% of 220,000 active; binding response (% of control), % at 10 µM; in the data active = binding response below about 49% or above about 150%; inactive = in between;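 also: fluorescent Galphao activated with aluminum fluoride binding bead-coupled RGS4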
Mcl-1 Bim block – human Bim-Mcl-1 interaction inhibition | Q07820 | Bead-based flow cytometry, Bim peptide-Mcl-1 binding | inhibition, % at 10 µM | 0.1% of 190,000 active; in the data active = inhibition above about 40%;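 also: 0% = no compound tracer wells and 100% = peptide blocker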
Target sequence (Q07820 whole entry, looked up): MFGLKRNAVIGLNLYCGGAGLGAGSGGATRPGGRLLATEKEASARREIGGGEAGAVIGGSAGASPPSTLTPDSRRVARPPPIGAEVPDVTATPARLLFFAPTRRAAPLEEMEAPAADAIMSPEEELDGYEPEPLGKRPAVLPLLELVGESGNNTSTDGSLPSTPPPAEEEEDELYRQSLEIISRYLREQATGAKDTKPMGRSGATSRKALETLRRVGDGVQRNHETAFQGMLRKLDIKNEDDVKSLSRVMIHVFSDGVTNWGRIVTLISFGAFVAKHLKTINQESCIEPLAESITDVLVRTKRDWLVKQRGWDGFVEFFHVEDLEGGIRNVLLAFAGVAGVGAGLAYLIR
GSH bead fluor – GSH bead compound fluorescence profile | GSH beads flow cytometry, compound fluorescence 488/530 nm; hits give high values | fluorescence (KMESF) at 10 µM | 0.25% of 190,000 active | AID 1776; in the data active = fluorescence above about 89;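 also: glutathione beads carrying GST-tagged Bcl family fusion proteins plus one bare bead set; values are compound well signal with DMSO vehicle wells as background; inactives centre near 16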
ABCB1 inh – blocks JC-1 efflux by human ABCB1 transporter; CCRF-Adr cells, flow cytometry; inhibition, % at 6.6 µM; AID 1326; P08183; 0.067% of 190,000 active; in the data active = inhibition above about 40%;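 also: 0% = vehicle and 100% = reference inhibitor; higher value means more JC-1 retained so stronger ABCB1 efflux block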
Mcl1-Bid inh – disrupts binding of human Mcl-1 to Bid peptide | Q07820 | TR-FRET Mcl-1/Bid-Dy647 peptide binding, 1536-well | inhibition, % at 21.7 µM | 0.97% of 220,000 active;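 active = compounds that cut the binding signal by more than half at the single screening dose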;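 also: His-tagged Mcl-1 with europium anti-His antibody binding Bid BH3 peptide; 0% = Mcl-1 plus peptide wells and 100% = peptide-only wells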
RGS7-Gao reg – regulators of human RGS7-Galphao interaction; AID 1439; 0.35% of 220,000 active; Multiplexed bead flow cytometry, RGS7-Galphao binding; actives lie on both sides; binding response (% of control), % at 10 µM; P09471; in the data active = binding response below about 49% or above about 150%; inconclusive = no clear call, values can overlap the other calls; inactive = in between;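 also: fluorescent Galphao held in activated GDP-AlF4 state binding bead-coupled RGS7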
Mcl1 Noxa PPI – Mcl-1/Noxa interaction inhibition | TR-FRET Mcl-1/Noxa peptide binding, 2 h | inhibition, % at 21.7 µM | 1.5% of 220,000 active | AID 1022;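 active = compounds that cut the protein-peptide binding signal by more than 50% relative to plate controls in a single-dose test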;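 also: His-tagged Mcl-1 with rhodamine Noxa BH3 peptide and terbium anti-His antibody; 0% = Mcl-1 plus Noxa peptide wells and 100% = peptide-only wells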
Avidin bead fluor – compound fluoresces at 488/530 nm on avidin beads. compound fluorescence 488/530 nm, flow cytometry; hits give high values. fluorescence (KMESF) at 10 µM. 0.38% of 220,000 active. AID 1775; in the data active = fluorescence above about 47; also: inactives centre near 10
RGS8-Gao – human RGS8-Galphao interaction regulation; multiplexed bead flow cytometry, RGS8-Galphao binding; actives lie on both sides; 0.34% of 220,000 active; response (percent of control binding), % at 10 µM; in the data active = response below about 60% or above about 140%; inactive = in between;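 also: Galphao activated as the GDP aluminium fluoride complex binding bead-coupled RGS8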
ABCG2 block – inhibitors of human ABCG2 transporter, ABCB1 counter-screen. Q9UNQ0. IgMXP3 cells, JC-1 efflux, flow cytometry. inhibition, % at 6.6 µM. 0.1% of 190,000 active;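 active = inhibition above 80%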;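 also: 0% = DMSO and 100% = nicardipine control wells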
Target sequence (Q9UNQ0 whole entry, looked up): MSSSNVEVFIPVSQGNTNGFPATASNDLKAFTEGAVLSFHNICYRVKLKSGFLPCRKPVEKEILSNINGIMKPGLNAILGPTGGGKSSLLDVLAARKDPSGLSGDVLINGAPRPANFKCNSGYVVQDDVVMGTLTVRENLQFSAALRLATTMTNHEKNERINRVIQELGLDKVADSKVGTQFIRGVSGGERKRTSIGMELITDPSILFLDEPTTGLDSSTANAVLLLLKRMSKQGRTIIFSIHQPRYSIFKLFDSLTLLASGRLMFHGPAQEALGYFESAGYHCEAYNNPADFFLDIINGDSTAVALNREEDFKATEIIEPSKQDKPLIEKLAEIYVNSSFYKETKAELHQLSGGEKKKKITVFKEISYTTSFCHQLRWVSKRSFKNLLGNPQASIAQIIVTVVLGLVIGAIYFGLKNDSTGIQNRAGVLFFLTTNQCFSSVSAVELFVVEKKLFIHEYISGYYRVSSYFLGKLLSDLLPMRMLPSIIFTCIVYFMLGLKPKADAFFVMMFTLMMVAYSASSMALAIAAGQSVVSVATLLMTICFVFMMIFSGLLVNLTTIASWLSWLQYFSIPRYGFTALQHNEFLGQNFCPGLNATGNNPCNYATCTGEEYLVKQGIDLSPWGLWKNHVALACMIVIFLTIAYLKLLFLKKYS
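Measure – % inhibition of efflux relative to nicardipine and DMSO · Test system – ABCG2 IgMXP3 and barcoded ABCB1 CCRF-Adr cell mix · Control set – nicardipine as high control, DMSO as low control · Compound – one concentration, 6.6 µM final · Signal – flow cytometry of retained JC-1 fluorescence · Timing – 10 min exposure at 25 °C with rotation, no wash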
Pf gametocyte – inhibitors of late stage P. falciparum gametocyte viability. inhibition, % at 10.9 µM. P. falciparum stage V gametocytes, ATP luminescence, 24 h. 0.065% of 150,000 active;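 active = inhibition above the mean plus 3 SD of compounds within the control limits, set per campaign, cut at about 38% in these data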;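 also: 0% = DMSO wells and 100% = medium only without gametocytes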
The depositor's hits bear a star; ? = inconclusive; . = not tested or not shown.

SMILES	RGS4-Gao reg	Mcl-1 Bim block	GSH bead fluor	ABCB1 inh	Mcl1-Bid inh	RGS7-Gao reg	Mcl1 Noxa PPI	Avidin bead fluor	RGS8-Gao	ABCG2 block	Pf gametocyte
CCCCNC(=O)c1c(N)n(/N=C/c2ccccn2)c2nc3ccccc3nc12	94	-3	10	1.6	32	97	32	20	101	5	.
Cc1onc(-c2c(F)cccc2Cl)c1C(=O)Nc1nc2c(s1)CCCC2	97	-5	22	1.4	-15	101	5	30	101	24	.
Cc1ccc(N2CCN(CCCCN3C(=O)C4CCCN4C3=O)CC2)cc1 (stereo not given)	103	-3	7	1.2	4	104	2	3	103	5	.
CC(=O)N1c2ccccc2N2C(c3c(C)c(C)cc(C)c3C)=NON12	102	0	13	-0.8	-11	102	0	21	106	-4	.
CO/N=C/C1C(=O)NN=C1c1ccccc1 (stereo not given)	102	-4	17	2.1	-32	?	19	10	101	17	-3
O=C(CSc1nc(Nc2ccccc2)nc(N2CCOCC2)n1)N1CCCC1	130	-7	33	-0.7	-5	115	19	1	125	2	7
CCOc1ccc(N2C(=O)C3Sc4[nH]c(=O)sc4C(c4ccc(OC)c(OC)c4)C3C2=O)cc1 (stereo not given)	94	.	.	.	-98	?	22	7	100	.	-1
O=C(Nc1ccc(Cl)cc1)c1csc(-c2ccccc2)n1	101	-2	40	0.7	-2	98	-5	13	101	4	.
Oc1ccc(NC(=S)N=Nc2c(O)[nH]c3ccccc23)cc1	103	7	8	-0.5	-42	99	10	10	99	5	-26
COc1cc(/C=N/NC(=O)CCOc2ccccc2C)cc(Br)c1O	95	-1	19	1.3	-30	96	67*	11	96	11	-1
Cc1cc(NC(=O)Nc2ccccc2F)ccc1Br	105	0	22	-1.0	1	99	13	6	99	19	-6
Cc1ccccc1Nc1cc2ccccc2c(=O)[nH]1	96	0	34	-0.2	-3	95	25	7	96	1	.
COc1cc(C(CCN2CCN(c3ccccc3)CC2)c2c(OC)cc(OC)c3ccc(=O)oc23)cc(OC)c1OC (stereo not given)	101	.	.	.	-79	?	13	8	98	.	.
C(#Cc1ccccc1)Cn1nnc2ccccc21	93	-3	9	1.2	-19	93	7	7	92	4	.
Cc1nc2oc(C(=O)c3ccc(Br)cc3)c(N)c2c2c1COC(C)(C)C2	104	-1	8	-0.1	-25	100	0	9	103	0	-17
Cc1cccc2sc(NC(=O)CCNS(=O)(=O)c3cccc4nonc34)nc12	98	0	30	1.4	5	100	1	25	100	64	.
CS(=O)(=O)N1CCN(C(=O)NC2CCCCC2)CC1	101	0	17	0.4	-4	99	8	9	101	1	-18
O=C(Nc1ccc(Cl)cc1)NC1CCCc2ccccc21 (stereo not given)	98	2	24	0.2	-23	100	3	4	103	4	-6
Cc1cccc(Nc2nc(N3CCCC3)nc(N3CCCC3)n2)c1	100	0	52	1.0	-31	101	8	6	100	6	-2
Cc1nc(CC(=O)c2ccc(O)cc2O)cs1	103	0	5	-0.1	-20	104	4	13	106	0	4
O=C(NCc1ccncc1)Nc1ccccc1	103	0	56	0.0	-9	95	10	7	100	0	.
Cc1ccsc1/C=C(\C#N)C(=O)NC1CCS(=O)(=O)C1 (stereo not given)	102	1	14	-0.2	-7	104	-1	13	100	1	-28
COc1ccc(OC)c(NC(=O)C2CCCNC2=O)c1 (stereo not given)	103	3	5	0.1	-33	101	-8	8	100	0	.
COc1ccccc1CCNC(=O)c1ccoc1C	100	-1	30	0.4	-25	97	3	5	104	1	11
CCc1ccccc1NC(=S)NCC1CCN(c2ccc(OC)cc2)C1 (stereo not given)	102	.	.	.	-140	?	23	.	102	.	-4
Other structures:
SMILES	RGS4-Gao reg	Mcl-1 Bim block	GSH bead fluor	ABCB1 inh	Mcl1-Bid inh	RGS7-Gao reg	Mcl1 Noxa PPI	Avidin bead fluor	RGS8-Gao	ABCG2 block	Pf gametocyte
CC(C)(C)S(=O)(=O)c1cnc(N2CCOCC2)nc1N	101	.	.	.	-14	?	-7	7	99	.	-32
CCOC(=O)C1=C(N)n2c(s/c(=C\c3cccs3)c2=O)=C(C(=O)OCC)C1c1cccs1 (stereo not given)	109	-1	34	-2.9	3	107	4	8	109	-2	17
CCCCC(=O)Nc1ccccc1Oc1ccccc1	102	0	12	0.1	-29	?	10	9	100	3	4
C=CCn1c(SC2CCOC2=O)nc2sc(C)c(C)c2c1=O (stereo not given)	101	-3	20	1.3	8	95	-4	24	101	6	.
Cc1ccc(CCNC(=O)C2CCC(=O)N2C(C)C)cc1 (stereo not given)	101	0	42	0.3	-13	100	-7	6	98	0	-7
Cc1cc(=O)n(C)c(=O)n1CCCCOc1cccc([N+](=O)[O-])c1	105	-3	5	0.4	-13	100	-8	2	101	5	.
Cc1c(CCOC(=O)c2ccc(N3CCOCC3)c([N+](=O)[O-])c2)sc[n+]1CC#N	102	.	.	.	-23	?	11	7	102	.	-5
CC1CCN(c2c(NCC3CCC(C(=O)Nc4ccccn4)CC3)c(=O)c2=O)CC1 (stereo not given)	100	-5	14	-0.1	-6	103	-9	6	102	0	.
Cc1cccc(C(CC(=O)NCCc2ccccc2)c2ccccc2)c1O (stereo not given)	103	-3	16	0.9	-10	?	-2	12	103	28	-16
COC(=O)c1c(NC(C)=O)sc2c1CCCC2	104	0	47	0.8	-19	100	8	9	100	6	.
Cc1c(-c2cccc(NC(=O)c3cccs3)c2)nc2ncccn12	100	0	12	11	-8	99	11	21	104	28	9
CC(C)OC(=O)CC12CN3CN(C1)CC(CC(=O)OC(C)C)(C3)C2=O	95	-5	16	0.2	1	101	3	4	109	1	14
Cc1[nH]c2ccccc2c1C(=O)CCl	104	-3	8	0.3	-11	100	-17	8	101	2	6
COC(=O)c1ccc(CSc2nnc(NC(C)C)s2)cc1	105	1	7	0.7	-52	101	3	9	98	2	.
COC(=O)c1cc(Nc2cc(C)nc3ncnn23)cc(C(=O)OC)c1	100	-3	14	0.5	0	103	8	8	100	13	.
NC(=S)Nc1ccccc1Br	92	.	.	.	-58	?	-16	5	93	.	-3
Cc1cc(C(F)(F)F)n(-c2nc(C(=O)NNS(=O)(=O)c3ccccc3)cs2)n1	101	0	25	0.8	0	101	16	24	100	19	.
Cc1ccc(C)c(NS(=O)(=O)c2ccc(OCC(=O)NCc3ccco3)cc2)c1	112	-5	27	0.4	-17	108	9	5	109	1	.
CCn1nc2cc(C(=O)NCC34CC5CC(CC(C5)C3)C4)ccc2c1OC	100	-1	23	0.0	-57	102	-11	5	102	1	-3
O=C(CSc1ccc(-c2ccncc2)nn1)c1ccccc1	89	-1	11	0.1	-15	97	16	14	105	11	-28
CCOC(=O)c1ccccc1NC(=S)N1CCC(C(N)=O)CC1	101	-3	16	0.5	-30	?	12	12	103	3	4
CC(=O)OCc1c(C)cc(C)c(/C=C(/C#N)C(N)=O)c1C	104	1	16	0.4	-26	106	-12	6	100	0	.
Cc1ccccc1OCCOC(=O)c1nc2nccc(C)n2n1	102	5	19	0.6	-17	107	3	32	105	2	-7
O=C(O)CSc1nnc(-c2cccc(S(=O)(=O)N3CCOCC3)c2)n1-c1cccc(Cl)c1	112	.	.	.	-8	?	10	28	103	.	24
COc1cc(Cl)c(C)cc1NC(=O)CSc1nnc(-c2cccnc2)n1Cc1ccco1	96	-4	23	1.1	-44	93	9	9	96	2	.

Some values from above.
Pf gametocyte result of `Cc1cccc(C(CC(=O)NCCc2ccccc2)c2ccccc2)c1O` (stereo not given) → -16
ABCB1 inh result of `COC(=O)c1cc(Nc2cc(C)nc3ncnn23)cc(C(=O)OC)c1` → 0.5

The results go on:
SMILES	RGS4-Gao reg	Mcl-1 Bim block	GSH bead fluor	ABCB1 inh	Mcl1-Bid inh	RGS7-Gao reg	Mcl1 Noxa PPI	Avidin bead fluor	RGS8-Gao	ABCG2 block	Pf gametocyte
CC(NC(=O)Cn1c(=O)oc2cc(S(=O)(=O)N3CCCC3)ccc21)c1ccccc1 (stereo not given)	69	-1	21	0.5	-17	78	14	1	86	1	.
CCOC(=O)c1c(NC(=O)c2ccoc2C)sc2c1CCC2	96	-1	21	0.4	-32	102	11	19	98	1	24
Cc1ccn(-c2n[nH]c(C)c2[N+](=O)[O-])n1	100	2	15	0.0	4	112	20	10	102	7	2
O=C(CNc1ccc(F)cc1)N/N=C1\CCCc2ccccc21	103	0	21	0.2	-66	100	-13	4	98	1	14
O=C1C2C3C=CC(C4CC34)C2C(=O)N1c1cc(Cl)ccn1 (stereo not given)	99	.	.	.	-6	?	-4	9	102	.	-13
CC(C)N=C1CC(C)(C)CC(=O)/C1=C(/O)CCCN1C(=O)c2ccccc2C1=O	102	-3	16	2.3	-12	?	9	9	104	9	12
N#CC1=C(N)N(c2ccccc2)C2=C(C(=O)CCC2)C1c1ccsc1 (stereo not given)	96	-3	52	0.3	-43	95	10	2	85	0	10
CC(=O)Nc1ccc2c(c1)CCCC2=O	92	.	.	.	-1	?	-23	6	95	.	3
COc1ccc(OCc2nc3ccc(S(=O)(=O)Nc4ccccc4Cl)cc3[nH]2)cc1	98	0	11	0.5	-47	103	-30	25	103	15	2
COc1ccc(-c2nc3n(c(=O)c2C#N)CCS3)cc1OC	102	-3	13	0.2	-23	100	9	12	103	2	11
CC1=C(C(=O)Nc2ccc(C)cc2C)C(c2cccs2)NC(=S)N1 (stereo not given)	87	-5	29	-4.1	-32	92	15	0	82	-5	.
COc1ccc(C(=O)N2CCCC(c3nc(-c4cccs4)no3)C2)cc1 (stereo not given)	98	0	51	1.4	-5	97	15	8	99	14	-7
Cc1ccccc1CSCCNS(C)(=O)=O	92	-1	40	0.8	-34	97	-12	6	92	3	.
Cc1ccc(-c2cnc3n2CCCCC3)cc1	101	2	7	0.1	-4	105	5	22	105	0	-14
Cc1ccc(S(=O)(=O)N2CCC[C@H]2C(=O)OCC(=O)c2ccc3c(c2)NC(=O)CO3)cc1	100	.	.	.	-26	?	-4	10	101	.	-4
COc1ccc(C(C(=O)NC(C)(C)C)N(CC2CCCO2)C(=O)CCC(=O)Nc2cc(C)on2)cc1 (stereo not given)	103	0	15	-0.1	-7	105	-2	27	103	0	.
C/C(=C\C(=O)Nc1cscc1C)C(=O)O	105	.	.	.	5	?	-3	8	102	.	-15
O=C(NC1CCCc2ccccc21)C1CCC(CNS(=O)(=O)c2cccc3nsnc23)CC1 (stereo not given)	94	0	20	0.8	-9	99	-28	7	100	3	.
COc1cnc(-c2ccccc2)nc1Oc1cccc(C)c1C	102	0	26	0.2	-10	101	12	5	103	1	-10
CCCCn1c(SCC(=O)Nc2cc(C)on2)nc2c1c(=O)n(C)c(=O)n2C	94	3	7	1.2	-5	100	11	18	99	5	.
